TNAP inh hi DEA – human TNAP enzyme inhibitors, primary screen, biochemical, luminescent, high phosphate acceptor level, uHTS. purified TNAP, CDP-star luminescence, 1 M DEA. 200,000 tested, 0.03% active. AID 1135, 2008. inhibition, % at 20 µM;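 active = over 50% inhibition of tissue-nonspecific alkaline phosphatase at 20 µM in the single-dose screen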;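 note: plate controls were DMSO wells for no effect and EDTA-quenched wells as full inhibition for full effect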
Target sequence (P05186 whole entry, looked up): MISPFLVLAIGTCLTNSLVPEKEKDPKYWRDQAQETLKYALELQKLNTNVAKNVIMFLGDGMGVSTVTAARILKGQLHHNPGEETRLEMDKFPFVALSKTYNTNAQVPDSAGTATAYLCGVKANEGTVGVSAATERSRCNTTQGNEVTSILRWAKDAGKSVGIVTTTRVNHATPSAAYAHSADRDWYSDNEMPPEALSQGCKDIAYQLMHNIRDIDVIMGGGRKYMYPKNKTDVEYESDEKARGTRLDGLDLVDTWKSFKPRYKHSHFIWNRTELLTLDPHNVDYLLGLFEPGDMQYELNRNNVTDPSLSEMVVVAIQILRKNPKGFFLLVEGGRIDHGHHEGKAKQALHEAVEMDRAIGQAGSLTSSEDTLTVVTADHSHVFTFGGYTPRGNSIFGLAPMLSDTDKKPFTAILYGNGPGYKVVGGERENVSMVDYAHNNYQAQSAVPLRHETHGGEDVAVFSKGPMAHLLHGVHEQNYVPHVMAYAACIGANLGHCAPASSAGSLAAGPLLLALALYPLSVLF
PMI activator – activators of human PMI, primary screen, biochemical, fluorescence intensity, near-Km mannose 6-phosphate. activation factor at 20 µM. Mannose-6-phosphate isomerase (Homo sapiens), P34949. purified human PMI, coupled resazurin fluorescence, 20 min; stronger effect = higher value; 1 = vehicle control, 0 substrate-free wells. 190,000 tested, 0.005% active;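 active = activation factor of 2 or more at 20 µM, relative to plate controls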
Target sequence (P34949 whole entry, looked up): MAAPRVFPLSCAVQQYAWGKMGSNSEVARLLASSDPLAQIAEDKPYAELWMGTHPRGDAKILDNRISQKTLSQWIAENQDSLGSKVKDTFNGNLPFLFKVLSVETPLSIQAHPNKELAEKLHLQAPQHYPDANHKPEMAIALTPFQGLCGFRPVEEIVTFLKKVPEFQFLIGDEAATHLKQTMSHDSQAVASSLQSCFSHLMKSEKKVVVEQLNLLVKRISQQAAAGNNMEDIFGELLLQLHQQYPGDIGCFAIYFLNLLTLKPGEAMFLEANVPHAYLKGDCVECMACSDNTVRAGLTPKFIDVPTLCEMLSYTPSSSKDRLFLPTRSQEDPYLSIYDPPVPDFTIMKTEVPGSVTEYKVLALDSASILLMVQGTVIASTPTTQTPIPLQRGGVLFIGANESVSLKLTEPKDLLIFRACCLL
PMI act satM6P – human PMI activators, high substrate, primary screen, biochemical, fluorescence intensity, near-saturating mannose 6-phosphate | AID 1216, 2008 | 190,000 tested, 0.34% active | coupled PMI enzyme assay, resazurin fluorescence, 20 min; stronger effect = higher value; 1 = untreated enzyme, 0 = substrate-free blank | Mannose-6-phosphate isomerase (Homo sapiens), P34949 | activation factor at 20 µM;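 active = activation factor of 2 or more at 20 µM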
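assay system = human phosphomannose isomerase with PGI, G6PDH, diaphorase coupling enzymes | quantity = 15 ng/mL PMI | incubation = enzyme reaction with compound 20 min at room temperature | medium = HEPES pH 7.4 buffer with MgCl2 and Tween-20 | compound dosing = one concentration, 20 µM, in 1% DMSO | measured by = Diaphorase-driven resazurin-to-resorufin fluorescence, excitation 544, emission 590 nm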
NF-kB neuron act – activators of NF-kB expression in neurons, primary screen, cell-based, HTS; human neuronal cells, NF-kB reporter expression; stronger effect = higher value; fold change at 12.5 µM; 190,000 tested, 1.6% active; in the data active = fold change above about 3.3
bIAP activator – bovine intestinal alkaline phosphatase activators, primary screen, biochemical, bovine IAP, CDP-star luminescence; alkaline phosphatase, intestinal [Bos taurus]; purified bovine IAP, 30 min; stronger effect = higher value; fold of DMSO-control signal, blank-subtracted; activation factor at 20 µM; 200,000 tested, 0.17% active;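 active = activation factor of 2 or more at 20 µM, a signal rise over negative controls twice the positive control's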
TNAP inh noacc – human TNAP enzyme inhibitors, primary screen, biochemical, luminescent, no phosphate acceptor, uHTS. Alkaline phosphatase, tissue-nonspecific isozyme (Homo sapiens), P05186. purified TNAP, CDP-star luminescence, 30 min. inhibition, % at 20 µM. 200,000 tested, 0.26% active. AID 1012, 2008;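 active = tissue-nonspecific alkaline phosphatase inhibition above about 50% at 20 µM in the single-dose screen, limit read from the data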;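 note: 0% = DMSO negative control and 100% = EDTA positive control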
FLuc act counter – FLuc activators, initial screening, artefact control for FLuc-dependent activation tests, biochemical, ATPlite luminescence. 200,000 tested, under 10 active. ATPlite luciferase biochemical, 10 min; 0 = ATP-free wells, 1 = DMSO control. activation factor at 10 µM. AID 1027, 2008. Luciferin 4-monooxygenase (Photinus pyralis), P08659;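 active = luciferase activation factor, scaled between plate controls, of at least 2 with compound at 10 µM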
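assay system = Luciferase/luciferin detection reagent, cell-free biochemical luciferase assay | also added = ATP substrate | times = 10 min post-reagent at room temperature | measured by = luminescence from luciferase reaction | measure = luciferase activation, seen as luminescence increase over controls | benchmarks = low control with PBS replacing ATP, high control enzyme plus ATP without compound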
TNAP act hi DEA – TNAP activators at high phosphate acceptor level, primary screen, biochemical, luminescence, uHTS | 200,000 tested, under 10 active | activation factor at 20 µM | purified TNAP, CDP-star luminescence, 1 M DEA, 30 min; stronger effect = higher value; 0 = EDTA background, 1 = DMSO-only activity | Alkaline phosphatase, tissue-nonspecific isozyme (Homo sapiens), P05186;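 active = activation factor at least 2 at 20 µM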
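Control set: EDTA negative control, DMSO positive control / Assay system: human TNAP / Quantity: TNAP 1/800 final / Evaluation: TNAP activation factor scaled between EDTA and DMSO control wells / Measured by: luminescent substrate turnover signal / Compound dosing: one dose, 20 µM / Times: 30 min enzyme reaction at room temperature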
APP 5'UTR act – activators of APP 5'UTR luciferase reporter, primary screen, SH-SY5Y cells. SH-SY5Y APP 5'UTR luciferase reporter, luminescence; zero percent = DMSO vehicle wells. activation, % at 2 µM. 190,000 tested, 1% active;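 active = activation above a set limit, based on mean plus 3 SD of controls, cut at about 140% in these data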; note: values of inactives mirror those of a sister screen read the other way
FLuc inh counter – firefly luciferase enzyme inhibitors, primary screen, artefact control for luciferase-based inhibitor screens, biochemical, luminescence, ATPLite. 10 min. 200,000 tested, 1.5% active. AID 1006, 2008. inhibition, % at 10 µM. Luciferin 4-monooxygenase (Photinus pyralis), P08659;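 active = inhibition above about 50% when tested at 10 µM, limit read from the data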
* = called active by the depositor; . = not tested or not shown.

Molecule	TNAP inh hi DEA	PMI activator	PMI act satM6P	NF-kB neuron act	bIAP activator	TNAP inh noacc	FLuc act counter	TNAP act hi DEA	APP 5'UTR act	FLuc inh counter
COc1ccccc1N(CC(O)Cn1ccnc1C)S(=O)(=O)c1ccc(C)cc1 (stereo not drawn)	-1.6	1	1.1	0.92	1.4	-3.9	1	1	6.3	-4.4
O=S1(=O)N=C(N/N=C/C=C/c2ccccc2)c2ccccc21	-4.1	1.3	1.4	0.82	0.6	-16.5	1	1	11.8	-1.8
O=C(CNC(=S)NC(=O)c1ccc(F)cc1)c1ccccc1	-4.1	0.9	0.9	1.21	1	-7.4	1	1	5.7	-2.7
COc1ccc(NC(=O)Cn2nnc(C(=O)Nc3ccccc3C)c2N)cc1	-1.7	1.1	1.1	1.01	1.2	-5.7	1	1	0.9	-3.3
COc1cccc(OCCSc2nnc3sc4ccccc4n23)c1	-0.7	0.9	1	1.71	1.1	-3.4	0.8	1	3.0	19.5
Cc1cc(C)cc(NC(=S)NC2CC3CCCC(C2)N3C2CC2)c1 (stereo not drawn)	-5.6	0.9	0.9	1.2	1.4	-16.4	1.1	1.1	11.3	-5.7
CCN(CC)c1ccc2c(Nc3ccccc3)c(C=O)c(=O)oc2c1	4.6	.	.	0.82	0.9	4.0	1	1	-11.3	0.1
Cc1cc(C)cc(NC(=O)CCCSc2nc3ccccc3[nH]2)c1	-3.9	0.9	0.8	0.94	1	-15.6	1	1	7.2	-2.0
CCOC(=O)c1sc(NC(=O)CSc2nnc(Cc3ccccc3)o2)c(C(=O)OCC)c1C	-0.9	1	0.9	0.94	1	-0.6	1	1	-15.3	-3.3
O=C(Nc1ccc(-c2nnco2)cc1)c1ccccc1	2.5	0.9	1	1.22	0.9	-4.9	1	1	16.1	3.3
COCCNC(=S)N/N=C(\C)c1ccc(OC)cc1	3.2	1	1	1.03	1	0.7	1	1	23.7	-3.0
COc1ccc(CC(=O)NNC(=S)Nc2ccccc2)cc1Br	-3.2	1.1	1	2.22	1.2	-176.3	1	1	16.5	1.3
COc1ccc(NS(=O)(=O)c2cc(NC(=O)C3CC3)ccc2N2CCCCC2)cc1	-8.8	0.9	0.9	1.27	1.1	-36.2	1	1.1	9.7	-4.5
COc1cc(/C=C2\SC(=Nc3ccc(F)cc3)N(c3ccc(F)cc3)C2=O)ccc1OCC(=O)O	1.1	0.8	1.1	1.06	0.9	-6.1	1.1	1	-4.6	-10.3
CC(=O)Nc1ccc(NC(=O)COC(=O)c2ccc(C)s2)cc1	1.2	1	1	1.13	0.9	-5.2	1	1	-17.0	0.6
Cc1cc(C(=O)Nn2cnc3ccccc3c2=O)ccc1[N+](=O)[O-]	-2.6	1.1	1	0.98	1	-10.4	1.1	1	12.1	-5.0
COCC(C)NC(=O)c1ccc(-n2nc(C(F)(F)F)cc2-c2cccs2)cc1 (stereo not drawn)	1.7	0.9	0.9	0.32	1	-4.1	1	1	-7.4	-1.2
COc1ccc(C(=N/O)/C(=N/O)c2ccc(OC)cc2)cc1	-1.0	0.9	0.9	1.11	0.8	-2.3	1	1	-14.3	1.0
Fc1ccccc1NC(=S)N1CCCCC1	1.7	0.9	1	0.99	0.5	-4.6	1	1	4.9	0.4
COCCn1c(SCC(=O)Nc2ncc(C)s2)nc2sc3c(c2c1=O)CCC3	-0.6	0.8	1	0.64	1	-13.1	1	1	-12.0	0.0
Clc1ccc2c(NCc3ccccn3)ncnc2c1	-4.9	1	1.1	0.88	1	-21.0	1.1	1	0.4	-5.7
O=C(COc1ccc([N+](=O)[O-])cc1Cl)NCCc1ccccc1	0.7	1.1	1.1	1.11	0.9	-1.3	1	1	-11.0	0.8
CC(C(=O)O)N1C(=O)CSc2ncccc21 (stereo not drawn)	-4.3	1	1	0.97	0.9	-8.7	1.1	1	-6.3	-8.5
Cc1cc(C)c(NC(=O)c2ccc(S(=O)(=O)N(C)C)cc2)c(C)n1	-6.0	0.9	1	1.17	0.9	-13.9	1.1	1.1	-0.1	-6.5
CCCn1c(=O)c2ccccc2n2c(SCC(=O)c3cc(C)n(CC4CCCO4)c3C)nnc12 (stereo not drawn)	-1.8	1	0.9	.	1	-8.2	1	1	.	3.2

Complete entries, quoted from the list. Values in the order: TNAP inh hi DEA	PMI activator	PMI act satM6P	NF-kB neuron act	bIAP activator	TNAP inh noacc	FLuc act counter	TNAP act hi DEA	APP 5'UTR act	FLuc inh counter
Profile of COCCn1c(SCC(=O)Nc2ncc(C)s2)nc2sc3c(c2c1=O)CCC3 = -0.6	0.8	1	0.64	1	-13.1	1	1	-12.0	0.0
Profile of O=C(COc1ccc([N+](=O)[O-])cc1Cl)NCCc1ccccc1 = 0.7	1.1	1.1	1.11	0.9	-1.3	1	1	-11.0	0.8
Profile of CCN(CC)c1ccc2c(Nc3ccccc3)c(C=O)c(=O)oc2c1 = 4.6	.	.	0.82	0.9	4.0	1	1	-11.3	0.1

More records.
Molecule	TNAP inh hi DEA	PMI activator	PMI act satM6P	NF-kB neuron act	bIAP activator	TNAP inh noacc	FLuc act counter	TNAP act hi DEA	APP 5'UTR act	FLuc inh counter
COC(=O)c1c(NC(NC(=O)C(C)(C)C)C(Cl)(Cl)Cl)sc2c1CCC2 (stereo not drawn)	-1.6	0.9	0.9	0.74	1	-7.8	1.1	1	-18.7	-6.6
CC(CC(=O)Nc1ccc(C(N)=O)cc1)c1ccccc1 (stereo not drawn)	-3.1	1	1	1.04	0.9	-4.8	1.1	1	1.9	-7.2
Oc1ccc(Cl)cc1CNc1ccc(Br)cn1	-7.6	0.9	1	4.88*	0.9	-9.4	1	1.1	59.4	-3.2
Cc1cc(C(=O)N/N=C/c2ccc(-c3ccccc3Cl)o2)n[nH]1	-3.0	1	1.1	1.55	0.9	-45.3	1	1	6.8	-0.9
COC(=O)c1ccc2c(=O)[nH]c(CN3c4ccccc4CC3C)nc2c1 (stereo not drawn)	-1.4	1.1	1.3	0.92	1	-16.7	1	1	3.0	-4.3
Cc1cc(C)c(S(=O)(=O)N(CC(=O)N2CCOCC2)C2CCCCC2)c(C)c1	-5.5	1	1	1.03	1	-3.4	1.1	1.1	5.8	-9.6
Cc1cccc(-n2nnc3cnn(C)c3c2=O)c1	-3.1	1	1	2.96	1	-7.0	1	1	-6.9	0.5
CCOC(=O)C1=C(c2ccccc2)N=c2s/c(=C\c3ccco3)c(=O)n2C1c1cccs1 (stereo not drawn)	9.0	1.1	1	1.29	1	8.9	1	0.9	-0.8	-2.1
Cc1cc(Cl)ccc1OCCCC(=O)N1CCN(C(=O)c2ccco2)CC1	-9.9	1	1	0.86	1	-17.1	1	1.1	0.1	-4.4
CC(C)Oc1ccc(C(=O)OC(C)C(=O)Nc2nc(-c3cccc([N+](=O)[O-])c3)cs2)cc1 (stereo not drawn)	-3.0	0.9	0.7	1.06	1	-6.4	1	1	-4.7	-2.5
NC(=O)CCCCC(=O)OCCCc1cccs1	-0.4	1	1	1.32	0.9	-5.6	1.1	1	6.3	-6.8
Cn1nccc1C(=O)N1CCCC(C(=O)c2cccc3ccccc23)C1 (stereo not drawn)	1.1	0.9	0.8	1.25	0.9	-2.6	1	1	20.0	0.0
COc1ccccc1-c1nc(C#N)c(N2CCN(c3ccccc3)CC2)o1	-3.2	0.9	0.8	1.16	1	-12.0	1.1	1	-18.9	-7.2
CCC(=O)N1CCN(c2c(Cl)cccc2[N+](=O)[O-])CC1	2.4	1	1	1.51	0.9	-5.9	1	1	3.2	-3.4
Cc1c(C(=O)N2CCCCC2C)sc2ncnc(N3CCc4ccccc4C3)c12 (stereo not drawn)	3.3	1	1	1.73	0.9	0.0	1	1	8.1	3.9
CCSc1nnc(NC(=O)CSc2nnc(CNC(=O)c3cc(OC)c(OC)c(OC)c3)o2)s1	-1.0	1.1	1.2	0.96	0.9	-22.3	1	1	-13.3	-3.1
Cc1ccc(C(=O)CNc2cccc(Cl)c2)cc1	-0.9	1	1.1	2.43	1	-20.6	1	1	8.1	2.7
COc1ccc2c(c1)N(S(=O)(=O)c1ccccc1)CCC2=O	-2.7	1.1	1	1.09	0.1	-6.3	1.1	1	7.8	-6.9
O=C(COC(=O)c1n[nH]c2ccccc12)NC(=O)NCc1ccco1	-3.4	1.2	1	1.02	1.1	32.5	1.1	1	2.5	-5.7
CCOc1ccc(CNC2CCCc3ccccc32)cc1 (stereo not drawn)	-3.1	1.1	1	1.13	1	-10.8	1	1	-5.2	-2.2
COC(=O)/C=c1/s/c(=C(\C#N)C(=O)NCc2ccco2)n(-c2ccccc2)c1=O	-4.1	1.2	1.1	1.19	1.2	-5.7	1.1	1	12.9	-11.0
O=C(c1cccc(F)c1)N1CCN(S(=O)(=O)c2ccc(C(F)(F)F)cc2)CC1	-9.4	1.1	1	1.09	1	-14.1	1.1	1.1	16.8	-8.5
Cc1ccc(-n2c(SCC(=O)O)nc3sc4c(c3c2=O)CCCC4)cc1	-7.6	0.9	0.9	1.02	1	-9.3	1	1.1	24.2	-1.0
Cc1nc(Cl)c(C(=O)NC(=O)NCc2ccccc2)c(C)c1Cl	-1.8	0.9	1	0.99	1	-12.8	1.1	1	16.5	-5.8
Cc1ccc(CSCC(=O)N/N=C/c2ccc(OCC(=O)Nc3ccc(C)cc3)cc2)cc1	-6.6	0.9	0.9	1.01	0.9	-1.3	1.1	1.1	2.1	-7.0

(cont.)
Molecule	TNAP inh hi DEA	PMI activator	PMI act satM6P	NF-kB neuron act	bIAP activator	TNAP inh noacc	FLuc act counter	TNAP act hi DEA	APP 5'UTR act	FLuc inh counter
CC1(C)C2CC=C(/C=N/NC(=O)c3ccccc3O)C1C2 (stereo not drawn)	-7.7	1.1	1	1.67	0.8	-10.0	0.9	1.1	-6.4	9.3
COCCn1c(SCC(=O)Nc2cccc(C(=O)OC)c2)nc2ccccc2c1=O	-4.3	1	1	0.83	1	-6.4	1	1	-12.5	-1.3
Cc1cc(C)cc(Nc2nc3ccccc3c(=O)[nH]2)c1	-0.4	0.9	0.8	1.37	1.1	2.2	1	1	-12.7	2.2
CCOC(=O)c1c(C)n(CC(O)CN(CC)CC)c2cc(Br)c(OC)cc12 (stereo not drawn)	-4.1	1.1	1.1	1.03	1.1	-7.3	1	1	12.1	-3.7
O=C(CCSc1ccccc1)Nc1ccc(S(=O)(=O)N2CCOCC2)cc1	-0.2	0.9	1	1.03	1	-7.1	1.1	1	-6.0	-5.6

High-throughput results from PubChem.
